# EPAC2 agonist – qHTS for Agonist of cAMP-regulated guanine nucleotide exchange factor 4 (EPAC2): primary screen | Rap guanine nucleotide exchange factor 4 (Homo sapiens), Q8WZA2 | EPAC2 activation, biochemical qHTS; response scale: 100% = 6.5 mM cAMP response | Potency, µM (series often up to 154 µM), without a hit: at the top dose activation, actives largely listed as activators | 360,000 compounds, 0.079% hits | AID 720711, 2013; also: potency is read from the fitted curve at half-maximal effect; nearly all actives have a fitted effect of over 50% in size
#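 Exchange assay: 100 nM EPAC2 with 250 nM Rap1B-BODIPY-GDP and 50 uM GDP. Fluorescence (ex 480/em 540 nm) read every 5 min for 30 min at room temperature. Data normalized to 6.5 mM cAMP as agonist control.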
# TDP43 rescue – qHTS of TDP-43 Inhibitors; TDP-43 expressing yeast growth rescue, BacTiter-Glo, 24 h; Potency, µM (top dose mostly 46.1 µM), inactives show at the top dose growth rescue (activation), most hits filed as activators; 410,000 compounds, 1.8% hits; also: potency is read from the fitted curve at half-maximal effect; % of control where 0% means no effect; nearly all actives have a fitted effect of over 50% in size
#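 In this qHTS, compounds that restore growth of yeast expressing TDP-43 appear as activators. Cells (OD600=0.02, galactose medium, raffinose-pregrown) are incubated with compound 24 hr at 30 deg C and growth is quantified by BacTiter-Glo.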
# Abeta rescue – qHTS for compounds that reverse cellular toxicity of Amyloid beta (A-beta) peptide in yeast: Primary Screen; 410,000 compounds, 0.063% hits; AID 1347071, 2019; Potency, µM (doses to about 46.1 µM), inactives show at the top dose growth rescue, usual class: activators; yeast expressing A-beta42, growth rescue, OD600, 48 h; response scale: 0% DMSO, 100% iron-clioquinol control; also: potency is read from the fitted curve at half-maximal effect; nearly all actives have a fitted effect of over 55% in size
#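 Yeast growth medium received pinned compounds, then yeast cells expressing toxic A-beta were added; plates incubated at 30 C for 48 hr. Growth read as absorbance at 600 nm, normalized to DMSO and equimolar FeCl3 plus clioquinol controls.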
# DRD3 agonist – qHTS of D3 Dopamine Receptor Agonist: qHTS | D(3) dopamine receptor (Homo sapiens), P35462 | D3R DiscoveRx beta-arrestin cells, luminescence, 90 min | max activation, % | 410,000 compounds, 0.58% hits; in the data active = max activation above about 30%; also: 0% is about no effect; mostly tested at two doses, the higher about 12 µM
# Target sequence (P35462 whole entry, looked up): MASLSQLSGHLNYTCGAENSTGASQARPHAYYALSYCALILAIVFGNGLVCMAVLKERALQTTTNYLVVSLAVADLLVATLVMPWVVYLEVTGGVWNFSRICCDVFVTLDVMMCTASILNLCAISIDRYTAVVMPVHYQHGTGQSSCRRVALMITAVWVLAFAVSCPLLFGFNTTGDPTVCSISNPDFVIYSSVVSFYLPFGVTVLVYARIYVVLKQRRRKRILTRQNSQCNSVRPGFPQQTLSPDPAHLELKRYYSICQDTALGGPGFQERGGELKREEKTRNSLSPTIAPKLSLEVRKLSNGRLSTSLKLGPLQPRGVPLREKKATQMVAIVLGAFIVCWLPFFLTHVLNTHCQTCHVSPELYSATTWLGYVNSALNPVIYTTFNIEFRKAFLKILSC
#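 Cells at 1500/well, incubated overnight, then treated with pinned compounds (dopamine as control) for 90 min at 37 degrees C. DiscoveRx reagent added for 30 - 60 minutes at room temperature; luminescence read.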
# EPAC2 antagonist – qHTS for Antagonist of cAMP-regulated guanine nucleotide exchange factor 2 (EPAC2): primary screen | Rap guanine nucleotide exchange factor 4 (Homo sapiens), Q8WZA2 | 360,000 compounds, 0.18% hits | EPAC2 GEF exchange of Rap1B-BODIPY-GDP, fluorescence | Potency, µM (titrated, usually from 114 µM), without a hit: at the top dose activity, negative = inhibition, hits mostly inhibitors; also: potency is read from the fitted curve at half-maximal effect; % is scaled to controls: 0 for no effect and ±100 for the full control effect; nearly all actives have a fitted effect of over 45% in size; many of its hits are not listed in these tables
# DRD3 antagonist – qHTS of D3 Dopamine Receptor Antagonist: qHTS. AID 652054, 2013. 360,000 compounds, 2.5% hits. max response, negative = inhibition, %. D3R cells, DiscoveRx beta-arrestin luminescence, antagonist mode; stronger effect = lower value; in the data active = max response below about -50%; inconclusive = no clear call, values can overlap the other calls; also: % is scaled to controls: 0 for no effect and ±100 for the full control effect; mostly tested at two doses, the higher about 12 µM
#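 Cells expressing the human receptor were seeded at 1500 cells/well, incubated overnight at 37 degrees C in 5% CO2, then exposed to library compounds with dopamine controls for 90 minutes at 37 degrees C before luminescent detection.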
# aSyn yeast inh – qHTS of alpha-syn Inhibitors; Yeast expressing alpha-synuclein, growth rescue, BacTiter-Glo, 24 h; AID 652106, 2013; Potency, µM (highest dose often 46.1 µM), without a hit: at the highest dose growth rescue (activation), hits mostly activators; 370,000 compounds, 0.14% hits; also: potency is read from the fitted curve at half-maximal effect; % of control where 0% means no effect; nearly all actives have a fitted effect of over 65% in size
#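 Readout is rescue of growth in alpha-synuclein-expressing yeast, so inhibitors of toxicity appear as activators. Growth after 24 hr at 30 deg C in galactose medium is quantified by luminescence.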
# FUS suppressor – qHTS for Suppressors of FUS Proteinopathy: Primary screen using FUS-linked yeast assay | S. cerevisiae FUS-expressing, growth rescue, OD600, 24 h | Potency, µM (titrated, usually from 76.6 µM), for inactives: at the top dose growth rescue (activation), hits mostly activators | 390,000 compounds, 0.24% hits;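 also: potency is read from the fitted curve at half-maximal effect; plate controls were DMSO vehicle for no effect and reference control for full effect; nearly all actives have a fitted effect of over 55% in size; some results filed as inactive show a strong effect at the top dose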
#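 Cultures pregrown in 2.5% raffinose medium are shifted to minimal medium containing 2% galactose to express toxic FUS. Compounds are tested at several concentrations. After 24hr at 30C, growth is quantified at 600 nm absorbance.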
# An asterisk follows results filed as active; ? = inconclusive; nt = not tested or not shown; [ ] = dose if it differs, or a comment. Unless noted, calls follow the shape of the dose curve; as a rule, active = well fitted curve in the direction sought with a large enough effect; inconclusive = small, poorly fitted or top-dose-only effect, or another doubt; inactive = no such curve, though single readings can be large; an effect the other way counts as inactive or inconclusive. This is a subset. The share of hits here may be higher or lower than overall.
# Values run as follows: EPAC2 antagonist	aSyn yeast inh	FUS suppressor	EPAC2 agonist	Abeta rescue	DRD3 antagonist	DRD3 agonist	TDP43 rescue
1) CCO[C@@H]1OC(C(=O)N2CCOCC2)=C[C@H](c2coc3ccccc3c2=O)[C@H]1CCCO
    -5%	0%	-10%	5%	2%	-5	-3	14%
2) O=C(O)c1cccc(NC(=O)c2cc(S(=O)(=O)N3CCOCC3)cs2)c1
    -6%	-2%	18%	8%	8%	-21	-8	-18%
3) Cc1cccc(C)c1OCC(=O)Nc1ccc2c(c1)C(=O)NC2=O
    1%	5%	-16%	-5%	8%	0	-3	2%
4) CCS(=O)(=O)Nc1cccc(C2=NN(S(=O)(=O)c3ccc(C)cc3)C(c3cccs3)C2)c1 (stereo not given)
    -9%	1%	?	3%	11%	-6	0	-8%
5) O=C(CN1C(=O)/C(=C/c2ccccc2F)Sc2ccccc21)NCc1cccnc1
    -8%	1%	nt	6%	5%	43	-3	-11%
6) NC(=O)C[n+]1cccc(CNC(=O)c2ccc(OC(F)F)cc2)c1
    2%	0%	-12%	-4%	-3%	9	0	15%
7) COc1ccc2c(c1)NC(c1ccc(Cl)cc1)=NC(c1cccs1)=N2
    nt	nt	19%	nt	-3%	nt	-16	29%
8) O=C(NNC(=O)c1cc2ccccc2oc1=O)c1ccccc1[N+](=O)[O-]
    1%	4%	7%	-2%	1%	9	-5	-13%
9) Cc1c(C(=O)O)oc2c1/C(=N\O)CCC2
    10%	-3%	-23%	0%	-21%	-16	4	12%
10) COc1ccc2c(c1)CC/C(=C\C=C\c1ccccc1OC)C2=O
    9%	12%	22%	-3%	-3%	-9	3	?
11) CCOC(=O)C1CCN(C(=O)c2cc3cc(F)ccc3[nH]2)CC1
    3%	2%	19%	12%	-3%	-9	3	?
12) Nc1nc2ncccn2c1-c1ccc(F)c(F)c1
    3%	-11%	-4%	4%	-9%	13	3	11%
13) COc1ccccc1C(=O)NCCC(=O)Nc1cccc(C)n1
    -6%	0%	12%	10%	-5%	?	0	0%
14) O=C1NCC(c2ccccc2)C1C(=O)N/N=C\c1ccc(-c2cccc(Cl)c2Cl)o1 (stereo not given)
    -3%	1%	?	7%	12%	24	4	-5%
15) O=C(Nc1cc(C(F)(F)F)ccc1-n1cncn1)c1ccc(F)cc1Cl
    3%	-2%	nt	-2%	3%	16	-14	22%
16) CCc1ccc(-c2n[nH]c(=O)c3ccccc23)cc1
    -10%	-11%	-4%	9%	-9%	-3	-3	0%
17) CCCCSc1nnc(CCC)n1N
    -13%[57.1 µM]	-1%	17%	12%	-3%	-1	0	-2%
18) O=C(Cc1ccc(Cl)cc1)SCc1ccccc1
    8%	-9%	-16%	4%	-11%	0	-9	18%
19) COCCNC(=O)CCC1CCN(Cc2ccc(-c3ccccc3)cc2)CC1
    5%	9%	-5%	-7%	6%	-5	-17	10%
20) CC1([N+](=O)[O-])COC(c2cccc3ccccc23)OC1 (stereo not given)
    3%	-1%	5%	10%	15%	-12	-13	0%
21) COc1cc(/C=C2\C(=O)ON=C2c2ccccc2)cc(Cl)c1O
    3%	-17%	54%	12%	-13%	-25	-10	?
22) CCc1ccccc1NC1=NCC(=O)N1Cc1ccc(OC)cc1
    0%	2%	9%	12%	2%	-30	0	9%
23) CCOc1ccccc1NC(=S)NC(=O)C1CCCCC1
    -18%	-26%	16%	7%	7.1µM*	13	6	20%
24) Cc1cc(C)n(C(=O)CN2C(=O)CCC2=O)n1
    11%	-1%	-43%[inhibitor]	0%	4%	16	8	6%
25) O=C(CS(=O)CC(=O)Nc1cccnc1)Nc1ccc(F)cc1 (stereo not given)
    17%	-7%	18%	8%	-21%	16	-7	-21%
26) C#CCOCCOCCOCCNc1nc(N2CCN(C(=O)Cn3cc(CCCN=C(N)N)nn3)CC2)nc(N2CCN(C(=O)[C@H](CCCCN)n3cc(CCCC)nn3)CC2)n1
    15%	4%	-11%	-3%	3%	-22	-7	11%
27) COC(=O)C1CN(C(=O)c2cccc(OC(F)F)c2)c2ccccc2O1 (stereo not given)
    1%	-8%	3%	8%	1%	-7	-11	1%
28) O=C(O)c1ccc2c(c1)N(Cc1ccccc1F)C(=O)c1ccccc1S2=O (stereo not given)
    -10%	4%	-11%	10%	-19%	5	6	2%
29) CC1CC(CCN)(c2ccccc2)C(C)CN1C (stereo not given)
    10%	4%	-27%	-2%	-13%	4	24	4%
30) Cc1ccc(Cl)cc1-c1cc(C(=O)Nc2ccc(F)cc2)[nH]n1
    4%	-20%	-12%	19%	?	-85*	-18	?
31) CCOC(=O)c1ccc(N2C(=O)c3[nH]nc(-c4ccc(OC)cc4)c3C2c2ccc(C)cc2)cc1 (stereo not given)
    nt	nt	?	nt	-5%	nt	1	23%
32) CC1=NN(C(=O)Cc2ccccc2)C(O)(c2cccnc2)C1 (stereo not given)
    8%	-3%	2%	-4%	-5%	-3	12	-34%[inhibitor]
33) COc1ccc(N/N=C(\C#N)C(=N)N2CCOCC2)cc1
    -5%	-3%	-18%	9%	9%	-4	5	7%
34) O=C(NCc1ccccc1Br)c1cccc2c1C(=O)c1ccc(N3CCC(Cc4ccccc4)CC3)cc1S2(=O)=O
    253%[activator]	0%	-17%	?	5%	-10	4	25%
35) COc1cc(NC(=O)c2cccs2)c(C(=O)OCC(=O)NCc2ccccc2)cc1OC
    -11%	3%	14%	-14%	13%	-26	3	-5%
36) C=CCN1[C@@H](Cc2ccccc2)COc2cc(N3CCSCC3)ccc2S1(=O)=O
    2%	-9%	?	4%	-5%	?	0	14%
37) Cc1ccsc1CN(C(=O)COc1ccccc1Cl)C1CCS(=O)(=O)C1 (stereo not given)
    nt	nt	25%	nt	-8%	nt	4	?
38) Cc1onc(-c2ccccc2)c1C(=O)Nc1ccc2c(c1)OCO2
    6%	5%	-10%	10%	-25%	11	6	?
39) COc1ccc(/C=C/C(=O)Nc2c(C)nn(C)c2C)cc1COc1ccc(Br)cc1
    5%[57.1 µM]	15%	21%	-11%	2%	24	-3	20%
40) O=C(NCCS(=O)(=O)c1ccc(Br)cc1)c1ccc(Cl)cc1Cl
    -6%	4%	-2%	1%	-13%	-8	1	-10%
41) O=C(COC(=O)c1ccc2c(c1[N+](=O)[O-])C(=O)c1ccccc1C2=O)NC1CC1
    2%	-46%[inhibitor]	2%	5%	-33%[inhibitor]	-64*	-9	3.5µM*
42) CCc1nc2ccc(C(=O)Nc3ccc(C(=O)N(C)C)cc3)cn2c1N(C)CCCc1ccccc1
    -25%	0%	2%	7%	-13%	12	5	11%
43) CC(=O)N1c2ccc(S(=O)(=O)NCCC(=O)Nc3cccc(Cl)c3)cc2CC1C (stereo not given)
    -8%	-9%	16%	5%	-5%	0	0	-16%
44) CC1CCCCN1C(=O)COC(=O)c1cc(-c2cccs2)nn1-c1ccccc1 (stereo not given)
    -5%	1%	?	14%	-9%	3	-2	11%
45) COc1ccc(S(=O)(=O)CCC(=O)Nc2cc(C)ccc2OC)cc1
    3%	5%	30%	3%	6%	11	1	23%
46) Cn1cccc1C(=O)OCc1nc2ccccc2c(=O)[nH]1
    4%	5%	16%	3%	2%	17	-5	27%
47) COc1ccccc1NC(=O)COC(=O)c1ccccc1C(=O)N1CCN(c2ccccc2)CC1
    1%	-1%	22%	8%	5%	0	-6	23%
48) Cc1ccc(CN2CC(N3CCC(c4ccccc4)CC3)CS2(=O)=O)cc1 (stereo not given)
    2%	22%	-14%	9%	-1%	5	9	5%
49) CCOC(=O)c1cc2c(ccn2C)n1CC(=O)Nc1ccc(F)cc1
    6%	-2%	11%	3%	-3%	-20	5	-1%
50) O=C(c1cc(COc2ccc(F)cc2F)on1)N1CCCC(c2ccccc2)C1 (stereo not given)
    ?	6%	28%	9%	-6%	-6	-4	?
51) Cc1ccc(S(=O)(=O)N2CCN(C(=O)N(C)C)CC2)cc1
    2%	-4%	-48%	4%	-25%	1	4	18%
52) Nc1cc([N+](=O)[O-])ccc1N1C(=O)CCCC1=O
    6%	-1%	-24%	-1%	7%	-26	-1	-3%
53) O=C(Nc1nccs1)C1CCCN(S(=O)(=O)c2cccnc2)C1 (stereo not given)
    -5%	-6%	-16%	7%	2%	0	-10	-13%
54) CS(=O)(=O)N1CCCc2cc(C(=O)Nc3cccc(C(F)(F)F)c3)ccc21
    nt	nt	22%	nt	12%	nt	-11	17%
55) FC(F)(F)c1ccccc1NC(=S)N/N=C1\CC2CC=CC12 (stereo not given)
    -12%	-4%	28%	10%	-6%	-11	-12	16%
56) CN(CC(=O)Nc1ccc(F)cc1)C(=O)c1cc([N+](=O)[O-])ccc1N1CCOCC1
    0%	-3%	-4%	7%	17%	-14	2	10%
57) CCN(CC)S(=O)(=O)c1cccc(NC(=O)COC(=O)/C=C/c2ccco2)c1
    -3%	10%	nt	14%	-16%	0	-5	2%
58) CCc1cccc(NS(=O)(=O)c2ccc3c(c2)N(C)CCO3)c1
    ?	?	18%	0%	28%	24	7	7%
59) CCn1c(SCC(=O)NCCCN2CCCC2=O)nnc1-c1cccc(C)c1
    5%	-8%	4%	0%	7%	0	1	8%
60) O=C(COc1coc(CN2CCc3ccccc32)cc1=O)Nc1ccccc1
    -21%	1%	11%	-1%	-1%	42	1	8%
61) Cc1ccc(NC(=O)CNC(=O)CN2C(=O)c3ccccc3C2=O)cc1
    6%	0%	-22%	11%	-5%	6	4	?
62) CC1=C(C#N)C(NC(=O)c2ccccc2)(C(F)(F)F)C(=O)N1 (stereo not given)
    nt	nt	2%	nt	-19%	nt	-5	-3%
